# Assay outcomes from PubChem BioAssay.
# 15-hLO-2 inh: qHTS Assay for Inhibitors of 15-hLO-2 (15-human lipoxygenase 2) | purified 15hLO-2, xylenol orange hydroperoxide absorbance | Potency, µM (top dose mostly 57.1 µM), for inactives: at the highest dose activity change, negative = inhibition, actives largely listed as inhibitors | hit rate 0.56% among 110,000; also: potency is read from the fitted curve at half-maximal effect; nearly all actives have a fitted effect of over 60% in size; many of its hits are not listed in these tables
# Target sequence (O15296 whole entry, looked up): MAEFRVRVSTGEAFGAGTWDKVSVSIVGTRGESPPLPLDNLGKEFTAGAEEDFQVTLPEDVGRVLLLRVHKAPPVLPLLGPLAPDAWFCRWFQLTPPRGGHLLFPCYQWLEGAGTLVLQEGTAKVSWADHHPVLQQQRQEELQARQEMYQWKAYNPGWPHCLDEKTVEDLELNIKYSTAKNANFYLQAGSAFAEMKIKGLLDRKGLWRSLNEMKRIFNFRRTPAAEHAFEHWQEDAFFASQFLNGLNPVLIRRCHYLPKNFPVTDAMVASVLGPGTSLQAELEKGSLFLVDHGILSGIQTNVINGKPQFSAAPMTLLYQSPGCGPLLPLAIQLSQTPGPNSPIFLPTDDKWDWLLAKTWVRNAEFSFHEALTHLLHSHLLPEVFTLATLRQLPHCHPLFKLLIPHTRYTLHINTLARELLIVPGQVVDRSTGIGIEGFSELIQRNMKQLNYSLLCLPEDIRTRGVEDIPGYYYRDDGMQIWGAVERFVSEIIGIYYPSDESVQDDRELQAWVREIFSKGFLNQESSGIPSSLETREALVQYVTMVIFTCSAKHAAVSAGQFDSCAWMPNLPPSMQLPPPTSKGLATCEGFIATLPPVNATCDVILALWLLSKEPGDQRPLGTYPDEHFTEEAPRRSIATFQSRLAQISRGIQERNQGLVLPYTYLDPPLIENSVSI
#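 Purified human 15hLO-2 (50 nM) preincubated 15 min with compound, then 45 uM arachidonic acid for 90 min at RT in 25 mM Hepes pH 7.5, 0.01% Triton X-100. Hydroperoxide detected by Fe-xylenol orange; 573/405 nm absorbance ratio.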
# PNC inhibitor: High Content Assay for Compounds that inhibit the Assembly of the Perinucleolar Compartment. PC3M PTB-GFP, PNC prevalence imaging, 16 h; stronger effect = lower value. activity change (PNC), negative = inhibition, % at 10 µM. hit rate 3.1% among 140,000;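 active = readout at or below -70, meaning at least 70% loss of cells showing the perinucleolar compartment, a nuclear body marking cancer cells; inconclusive = readout between -30 and a set limit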;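 also: plate controls were DMSO wells for no effect and camptothecin positive control wells for full effect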
#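 Read-out is percentage of cells bearing a perinucleolar compartment, from automated 20x imaging of fixed, Hoechst-stained PC3M PTB-GFP cells. Cells were seeded 4 h, then exposed 16 h to compound (23 nl of library stock) in duplicate plates.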
# IMPase cell inh: qHTS Assay for Identifying the Cell-Membrane Permeable IMPase Inhibitors. Inositol monophosphatase 1 (Rattus norvegicus), P97697. CHO-M1 cells, IP1 accumulation, HTRF TR-FRET ratio. inhibition (IP1 accumulation), % at 46.1 µM. 120,000 tested, under 10 active; active = well fitted curve in the direction sought with a large enough effect in the signal ratio, not every such curve was filed as active; inconclusive = small, poorly fitted or top-dose-only effect, or a change in a side signal; inactive = no such curve, though single readings can be large or run the other way; the % refers to the signal ratio;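 also: cells stimulated with carbachol in lithium chloride buffer; plate controls were DMSO basal wells for no effect and reference inhibitor wells for full effect; higher means more IMPase inhibition seen as more IP1 and lower FRET ratio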
# Target sequence (P97697 whole entry, looked up): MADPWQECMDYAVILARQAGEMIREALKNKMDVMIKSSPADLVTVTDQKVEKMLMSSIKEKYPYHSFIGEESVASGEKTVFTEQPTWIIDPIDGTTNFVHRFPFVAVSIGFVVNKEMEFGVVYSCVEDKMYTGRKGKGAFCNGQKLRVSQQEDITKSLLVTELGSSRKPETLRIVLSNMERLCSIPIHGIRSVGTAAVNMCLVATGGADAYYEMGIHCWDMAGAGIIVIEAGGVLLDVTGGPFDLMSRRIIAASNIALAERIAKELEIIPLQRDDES
#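 CHO-M1 cells (CHO stably expressing M1 receptor), compound up to 46 uM final, stimulated with carbachol (50 uM as added) in buffer with 50mM LiCl, pH 7.4, 30 min at 37C. Cytosolic IP1 read by TR-FRET; AC50 from Hill fits.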
# 12-hLO inh: qHTS Assay for Inhibitors of 12-hLO (12-human lipoxygenase). Polyunsaturated fatty acid lipoxygenase ALOX12 (Homo sapiens), P18054. purified 12-hLO, xylenol orange hydroperoxide absorbance. Potency, µM (titrated, usually from 57.1 µM), without a hit: at the highest dose activity change, negative = inhibition, actives largely listed as inhibitors. hit rate 0.12% among 150,000. AID 1452, 2008; also: potency is read from the fitted curve at half-maximal effect; nearly all actives have a fitted effect of over 55% in size; many of its hits are not listed in these tables
#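 150 nM 12hLO, 25 mM Hepes pH 7.0 + 0.01% Triton X-100; cpd preinc 15 min RT; 40 uM arachidonic acid, 30 min RT; Fe-XO 30 min; A573/A405 ratio as read-out.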
# * marks the source's active call; other numbers are inactive results; ? = inconclusive; . = no result given; [ ] = another dose, or the depositor's remark. Unless noted, calls follow the shape of the dose curve; as a rule, active = well fitted curve in the direction sought with a large enough effect; inconclusive = small, poorly fitted or top-dose-only effect, or another doubt; inactive = no such curve, though single readings can be large; an effect the other way counts as inactive or inconclusive. Unless noted, % is scaled to controls: 0 for no effect and ±100 for the full control effect. The list is partial; the hit share may differ from the screen's.
SMILES,15-hLO-2 inh,PNC inhibitor,IMPase cell inh,12-hLO inh
C=C(C)CSc1nc(N)c2c3c(sc2n1)CCC3,-10%,-26,12,-3%
CCN(CC)c1ncc(C)c(=O)[nH]1,2%,18,-4,-6%
Clc1ccc(-n2ncc3c(NCc4ccco4)ncnc32)cc1,2%,8,-3,-2%
COC(=O)C1=C(N)n2c(s/c(=C\c3cccnc3)c2=O)=C(C(=O)OC)C1c1cccnc1 (stereo not drawn),3%,4,1,-4%
Cc1cc(NC(=O)CS(=O)(=O)c2cn(Cc3ccc(F)cc3)c3ccccc23)no1,-3%,17,7,-2%
CC1=C(C(=O)OCCc2ccccc2)C(c2ccsc2)NC(=O)N1C (stereo not drawn),.,?,.,-11%
COC(=O)c1c(C)cc(C)n2c1nc1ccccc12,28%,3,-16,-1%
O=C1C=C(NCC2CCCO2)C2(CCCCC2)O1 (stereo not drawn),-1%,16,-1,1%
CCCCCCCCCCCNC(=O)c1ccoc1C,.,?,?,7%
CCOC(=O)c1[nH]c(C)c(C(=O)N(C)C)c1C,-9%,?,4,3%
O=C(CCN1C(=O)/C(=C\c2ccccc2)SC1=S)NNC(=O)c1cccnc1,.,5,-4,-5%
CCOc1ccccc1/C=C/C(=O)c1ccc(Cl)cc1,.,-26,.,-1%
Cc1cc2c3c(ccc(C)c3n1)N=CN2c1ccccc1,-4%,-12,17,-1%
COCCCNC(=O)/C(C#N)=C/c1cccc(NC(=O)c2ccccc2Cl)c1,.,11,1,-4%
COc1ccc2ccccc2c1C(=O)/C=C\c1ccoc1,.,-11,.,-12%
Cc1ccc(C(=O)C2OC(=O)C(C)(C)C(=O)C2(C)C)cc1 (stereo not drawn),-4%,-14,8,4%
CC(C)OC(=O)c1cccc(C(=O)Oc2ccc(Br)cc2)n1,1%,59,5,-2%
CN1CCN(C(=O)c2ccccc2N(Cc2ccccc2)S(=O)(=O)c2ccccc2)CC1,.,-8,2,5%
Cc1ccc(NS(=O)(=O)c2cc(C(N)=O)ccc2C)cc1,-3%,18,-1,-4%
COC(=O)c1c(C)[nH]c(C)c1C(=O)c1ccccc1Cc1ccccc1,9%,.,9,-6%
Cc1[nH]nc(N=Cc2c(O)n(C)c(=O)n(C)c2=O)c1-c1ccccc1,-23%,-13,-10,1%
O=C(C(Sc1ccccc1)c1ccccc1)N1CCN(c2ccccc2)CC1 (stereo not drawn),.,-16,6,-3%
CCc1ccc(NC(=O)CSc2nnc(Cn3c(=O)sc4ccccc43)n2C)cc1,.,?,-5,-3%
O=C(COC(=O)C1CCCCC1C(=O)N1CCc2ccccc21)NCc1ccco1 (stereo not drawn),-13%,14,6,-20%
C=C(C)c1cccc(C(C)(C)NC(=O)Nn2cnnc2)c1,5%,43,1,4%
COc1ccc(OC)c(N(CC(=O)N2CCC(C)CC2)S(=O)(=O)c2ccc(OC)c(OC)c2)c1,-5%,11,7,-4%
Cc1cccc2nc(-c3ccccc3)nc(N[C@@H](CO)c3ccccc3)c12,.,26,.,-9%
Cc1ccc(NC(=O)c2ccc3c(c2)OCCO3)cc1S(=O)(=O)Nc1cccc(Cl)c1,.,-18,28,-4%
O=C(NNC(=O)c1sc2cccc(Cl)c2c1Cl)NC1CCCCC1,-13%,17,2,3%
CCOC(=O)c1c(C)n(C)c2ccc(OCC(O)CNC(CC)CO)cc12 (stereo not drawn),28%,-29,0,2%
Cn1c(=O)c2c(nc(NC(Cc3ccccc3)C(=O)O)n2Cc2ccccc2)n(C)c1=O (stereo not drawn),-12%,?,10,-16%
CC(C)(C)C(=O)NCCCc1ccccc1,-3%,-26,9,0%
COc1cc(-c2nnc(SCC(=O)N3CCCC3)o2)cc(OC)c1OC,15%,?,2,1%
CCOC(=O)c1sc(NC(=O)C(C)(C)C)cc1C,-2%,?,-6,0%
COc1ccc2[nH]c3c(=O)n(N)c(C)nc3c2c1,.,5,-7,0%
CSc1nnc(-c2ccc(S(=O)(=O)N3CCOCC3)cc2)n1CC1CCCO1 (stereo not drawn),1%,8,5,1%
CCNc1ccc(C(=O)OCC(=O)NC(C)c2ccccc2)cc1[N+](=O)[O-] (stereo not drawn),.,?,.,0%
CCOC(=O)/C=c1\s/c(=C\c2ccc(C#N)cc2)c(=O)n1CC(=O)NCc1ccco1,.,2,.,0%
CSc1nnc(-c2ccco2)c(-c2ccco2)n1,-18%,4,-9,-24%
Cc1ccccc1N(Cc1nnc2n1CCCCC2)C(=O)Nc1ccccc1,7%,33,1,-4%

# Ordered by length of the SMILES (descending): three of the compounds above.
SMILES,15-hLO-2 inh,PNC inhibitor,IMPase cell inh,12-hLO inh
Cn1c(=O)c2c(nc(NC(Cc3ccccc3)C(=O)O)n2Cc2ccccc2)n(C)c1=O (stereo not drawn),-12%,?,10,-16%
CCNc1ccc(C(=O)OCC(=O)NC(C)c2ccccc2)cc1[N+](=O)[O-] (stereo not drawn),.,?,.,0%
COc1cc(-c2nnc(SCC(=O)N3CCCC3)o2)cc(OC)c1OC,15%,?,2,1%

# Continuation:
SMILES,15-hLO-2 inh,PNC inhibitor,IMPase cell inh,12-hLO inh
Cn1c(=O)c2c(nc(NCCCO)n2CCc2ccccc2)n(C)c1=O,.,1,?,2%
Cc1cc(NS(=O)(=O)c2ccc(NC(=O)COc3ccccc3Cl)cc2)no1,-7%,26,3,2%
CCc1nc2c(nnn2Cc2ccc(F)cc2)c(=O)[nH]1,-5%,?,2,6%
COc1ccc(S(N)(=O)=O)cc1C(=O)NCCCN1CCN(c2ccc(C)cc2)CC1,7%,16,9,5%
Cc1cc(C)cc(C(=N)c2ccccc2Cc2cccc3ccccc23)c1,2%[11.4 µM],.,.,-4%[11.4 µM]
NNc1nc2c(F)cc(F)cc2s1,.,1,.,-25%
Cc1nn(C)c(C)c1CN(C)C(=O)c1cc2n(n1)C(C(F)(F)F)CC(c1cccs1)N2 (stereo not drawn),4%,28,3,0%
Cc1ccc(NC(=O)COC(=O)c2ccccc2-c2nc3ccccc3s2)c(C)c1,.,-23,.,-2%
O=C(CSc1ncnc2scc(-c3ccccc3)c12)N1CCN(c2ccccc2F)CC1,.,60,.,3%
Cc1cc(NC(=O)CSc2nc3c(sc4ccccc43)c(=O)n2CCc2ccccc2)n[nH]1,24%,?,-15,0%
Nc1nc(N)c2[nH]c(CNc3ccc(C(=O)O)cc3)nc2n1,-4%[11.4 µM],.,.,-3%[11.4 µM]
CCC(C(=O)Nc1ccccc1)c1ccccc1 (stereo not drawn),.,84,.,0%
Cc1ccc2oc(Nc3nc(C)cc(C)n3)nc2c1,19%,-21,5,-3%
Cn1cc(Cl)nc1C(O)c1ccccc1 (stereo not drawn),.,?,2,-4%
O=C(Cc1ccccc1)Nc1cccc(N2CCCC2)c1,10%,?,7,-5%
CN(C)c1ccc(N=Cc2ccco2)cc1,32µM*,-22,71[activator],?
O=c1[nH]c(C2CCCCC2)nc2ccccc12,.,-14,.,-2%
Cc1ccc(N2C(=O)CC(Sc3nc4ccccc4o3)C2=O)cc1Cl (stereo not drawn),?,39,-4,-9%
COc1ccccc1CC(=O)O/N=C(\N)c1cccc([N+](=O)[O-])c1,1%,9,-4,-13%
CCCc1nc2sc(C(=O)OCC)c(N)c2c2c1COC(C)(C)C2,9%,-29,3,10%
CCC1CCCCN1S(=O)(=O)c1ccc(NC(=O)c2cccs2)cc1 (stereo not drawn),.,-100*,19,-5%
Cc1ccc(C(=O)Nc2ccon2)cc1S(=O)(=O)N1CCCCCC1,4%,?,9,-7%
CC(=O)Nc1ccc(NC(=O)c2cc(C)nn2-c2ccccc2)cc1,0%,?,-4,-3%
CCOc1ccc(C(=O)Nc2c3c(nn2C(C)(C)C)CSC3)cc1OCC,-3%,?,6,-2%
COC(=O)N1CC=CC1(C)C(=O)NCC1CC1 (stereo not drawn),-2%,.,.,-2%
CCC(=O)N1CCC(c2ccc(OC)cc2)=N1,.,-11,.,-5%
COc1cc2c(cc1NC(=O)c1ccc(C(C)(C)C)cc1)CCCC2,13%,10,2,-6%
CCCc1nnc(NC(=O)CCCN2C(=O)c3ccccc3C2=O)s1,3%,-10,0,5%
COc1ccc(S(=O)(=O)Nc2ccc(S(=O)(=O)N3CCCCC3)cc2)cc1OC,-3%,-89*,7,-1%
Cc1cc(C)n(-c2cc(C(C)(C)C)nc3c(-c4ccc(Cl)cc4)cnn23)n1,.,8,-2,-2%
CC(C)(C)NC(=O)CSc1nnc(NC(=O)CCn2cnc3ccccc3c2=O)s1,1%[2.29 µM],-122*,-2,2%
CCOC(=O)c1[nH]c2ccc(F)cc2c1NC(=O)CCN1CCOCC1,.,?,.,1%
Cc1ccc(C)c(N(CC(=O)NC2CCCC2)C(=O)c2cc3cc4cccc(C)c4nc3s2)c1,-8%,47,?,-6%
O=C(N/N=C\c1ccc(-c2ccc([N+](=O)[O-])cc2)o1)c1ccc2c(c1)OCO2,.,?,-3,-1%
CCC(C)NC(=O)c1c(N)n(/N=C/c2cccs2)c2nc3ccccc3nc12 (stereo not drawn),52%[activator],74,1,1%
Cc1ccccc1NC1=C(Cl)C(=O)N(C2CCCCC2)C1=O,.,?,.,0%
CC(C)(C)c1cc(-n2ccnc2)n2ncc(-c3ccc(Cl)cc3)c2n1,.,-1,.,0%
COc1ccccc1OCC(=O)NN=C(Cc1ccccc1)Cc1ccccc1,.,26,.,0%
CCOc1ccc(NC(=O)C[n+]2ccc(N(C)C)cc2)cc1,.,24,7,3%
O=c1c2ccccc2nc(-c2cccs2)n1-c1ccc2ccccc2c1,.,?,.,0%

# Compound profiles, from the list above. Screens in order: 15-hLO-2 inh	PNC inhibitor	IMPase cell inh	12-hLO inh
# O=C(C(Sc1ccccc1)c1ccccc1)N1CCN(c2ccccc2)CC1 (stereo not drawn) is entered as .	-16	6	-3%
# Nc1nc(N)c2[nH]c(CNc3ccc(C(=O)O)cc3)nc2n1 is entered as -4%[11.4 µM]	.	.	-3%[11.4 µM]
# Cc1cc(C)n(-c2cc(C(C)(C)C)nc3c(-c4ccc(Cl)cc4)cnn23)n1 is entered as .	8	-2	-2%

# (more compounds)
SMILES,15-hLO-2 inh,PNC inhibitor,IMPase cell inh,12-hLO inh
CC(=O)/C(C#N)=C1\NC(=O)C(Cc2ccc(C)c(C)c2)S1 (stereo not drawn),2%,-108*,17,-20%
Cc1c(C#N)c2ccccc2n1CC(=O)NCCc1c[nH]c2ccccc12,-5%,?,11,-4%
N#Cc1nc(COc2ccc(Br)cc2)oc1N1CCCCCC1,-6%,8,6,-8%
CCCCC(=O)Oc1ccccc1C(=O)O,4%,.,.,1%
NC(=O)CSc1nnc(-c2ccccc2Br)n1-c1cccc(C(F)(F)F)c1,.,8,.,-4%
CN(C)Cc1c(O)ccc2[nH]cnc12,14%,-12,-2,5%
CCN(CC)S(=O)(=O)c1ccc2c(c1)nc(CCC(=O)OCc1c(C)noc1C)n2C,0%,26,1,-1%
COc1cc(/C=N/O)cc(Br)c1OCc1cccc(Cl)c1,-5%,20,4,-5%
CC(C)(C)NC(=O)C(c1ccccc1)N(C(=O)c1csnn1)C1CC1 (stereo not drawn),10%,20,-5,-2%
CC(C)(C)C(=O)Cn1c(=O)n(CC2CCCO2)c(=O)c2ccccc21 (stereo not drawn),.,?,.,-5%
COc1ccc(Br)cc1CNC(=O)Nc1cccs1,?,?,-1,-20%
O=C(N/N=C/c1ccc(Br)o1)c1cncc(Br)c1,.,-11,.,-1%
O=c1c(-c2ccc(Oc3ccccc3)cc2)[n+]([O-])c2ccccc2n1OCc1ccccn1,1%,-11,10,-9%
COCc1[nH][nH]c(=O)c1C=Nc1ccc(Cl)cc1,0%,29,4,-1%
N#CC1(c2c(O)nc3n(c2=O)CCCS3)CCCCC1,-2%,-6,1,1%
CCc1[nH]nc2c1C1(CCN(C(=O)OCc3ccccc3)CC1)C(C#N)=C(N)O2,.,?,2,0%
